NTR1 agonist: agonists of NTR1, primary screen, imaging, U2OS cells, beta-arrestin-GFP, high content (AID 493036); P30989; NTR1-U2OS beta-arrestin-GFP spot imaging, agonist mode; activation, % at 20 µM; actives 0.17% (n = 330,000);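 active = activation at or above 40% of the spot to cytoplasm intensity ratio, with at least 20 cells analyzed; inconclusive = wells under 20 cells, flagged as cytotoxic or low count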;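 note: 0% = DMSO without peptide and 100% = 100 nM NTR1 peptide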
Target sequence (P30989 whole entry, looked up): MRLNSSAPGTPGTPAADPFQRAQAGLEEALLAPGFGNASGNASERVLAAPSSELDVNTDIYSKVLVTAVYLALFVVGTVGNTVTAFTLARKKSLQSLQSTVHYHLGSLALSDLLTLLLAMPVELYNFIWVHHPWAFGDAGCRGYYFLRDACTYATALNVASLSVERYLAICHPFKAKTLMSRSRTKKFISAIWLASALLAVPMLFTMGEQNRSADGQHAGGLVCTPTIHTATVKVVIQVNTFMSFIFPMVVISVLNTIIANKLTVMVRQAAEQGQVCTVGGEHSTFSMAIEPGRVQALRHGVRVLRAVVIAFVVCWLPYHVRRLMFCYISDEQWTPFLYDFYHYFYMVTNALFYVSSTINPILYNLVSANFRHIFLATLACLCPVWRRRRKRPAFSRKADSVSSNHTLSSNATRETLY
GPR55 activation: GPR55 agonists via beta-arrestin recruitment, primary screen, imaging, U2OS cells, beta-arrestin-GFP redistribution (AID 1961); U2OS GPR55 beta-arrestin-GFP redistribution imaging; higher % means a stronger effect; activation, % at 10 µM, or EC50 in µM where a hit was titrated; actives 0.048% (n = 290,000);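 active = activation above 40% with more than 50 cells counted in the well; inconclusive = wells holding fewer than 50 cells, flagged as toxic or sparse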;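 note: U2OS osteosarcoma cells stably expressing GPR55 and beta-arrestin-GFP; plate controls were DMSO negative control for no effect and LPI positive control for full effect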
MgcRacGAP inhibition: MgcRacGAP GTPase-activating activity inhibitors, confirmation, biochemical, ADP Hunter fluorescence; inhibition, % at 30 µM, or IC50 in µM where a hit was titrated; MgcRacGAP-stimulated Rac1 GTP hydrolysis, ADP Hunter fluorescence; higher % means a stronger effect; GST-tagged Rac1 F28L mutant substrate; actives 0.6% (n = 340,000);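 active = first-screen hits whose inhibition reached a set limit at any dose in the follow-up dose series; inconclusive = inhibition above the set first-screen limit but never retested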;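 note: fluorescence reports GDP produced by GAP-driven GTP hydrolysis; strong numbers were not always called active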
SV40 large T antigen: TAg ATPase/helicase activity blockers – biochemical (AID 1903). SV40 large T antigen ATPase/helicase inhibition assay; higher % means a stronger effect. one-dose inhibition, % at 20 µM; IC50 in µM for titrated hits. actives 0.39% (n = 310,000); in the data active = a potency from the dose series; inconclusive = inhibition mostly from about 32% at the one dose, without a potency; inactive = the rest, 99 in 100 with inhibition below about 32%; note: strong numbers were not always called active
GPR35 antagonists: GPR35 antagonists blocking zaprinast-driven arrestin recruitment, primary screen, imaging, U2OS, beta-arrestin-GFP, zaprinast agonist (AID 2058) | U2OS GPR35 beta-arrestin-GFP translocation imaging, zaprinast antagonism; higher % means a stronger effect | inhibition, % at 10 µM, or IC50 in µM where a hit was titrated | actives 0.052% (n = 290,000);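 active = inhibition of at least 50% with at least 30 cells and total cytoplasm GFP at most 10,000,000; inconclusive = under 30 cells or total GFP of 10,000,000 plus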
Hep lipid drop: hepatic lipid droplet formation modulation; AML12 mouse hepatocytes, oleate lipid droplets, BODIPY imaging; inhibition, % at 6.5 µM; actives 0.4% (n = 240,000); AID 1656;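 active = lipid droplet intensity inhibited by at least 50%, with more than 500 cells counted; inconclusive = wells with under 300 cells, treated as cytotoxic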
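Assay system: AML12 hepatocytes (mouse); Probe or stimulus: oleic acid at 100 µM to induce lipid droplet formation; Dosing: compound at 6.5 µM only; Schedule: compound with oleate, overnight; Detection: fluorescence imaging, 20x objective, two fields per well; Measure: % inhibition of lipid droplet signal.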
GPR55 LPI antagonism: GPR55 antagonists blocking LPI-driven arrestin recruitment, primary screen, imaging, U2OS, beta-arrestin-GFP, LPI agonist (AID 2013); actives 0.13% (n = 290,000); U2OS GPR55 beta-arrestin-GFP translocation imaging, LPI antagonism; higher % means a stronger effect; inhibition, % at 10 µM; hits with a dose series show IC50 in µM;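 active = spots per cell inhibited over 60%, with over 100 cells counted and total cytoplasm intensity under 500,000; inconclusive = wells with under 100 cells, flagged as likely toxic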;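 note: U2OS cells stably carrying GPR55 and arrestin-GFP stimulated by 5 µM LPI near EC80; imaged beta-arrestin-GFP aggregate spots per cell after agonist stimulation; plate controls were LPI-stimulated DMSO wells for no effect and DMSO wells without LPI for full effect; some results filed as inactive read as strong as hits; confirmed hits need IC50 under 10 µM and bright autofluorescent wells are also inconclusive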
LYP inhibition: inhibitors of LYP phosphatase, biochemical, fluorescence intensity, uHTS (AID 1779) | recombinant LYP phosphatase, fluorescence intensity; higher % means a stronger effect | inhibition, % at 11.5 µM, or IC50 in µM where a hit was titrated | actives 0.054% (n = 290,000); in the data active = inhibition above about 50%;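 note: plate controls were vehicle with enzyme for no effect and no enzyme for full effect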
T cell modulator: modulates CD8 T cell binding to vesicles. 2C CD8+ T cell-vesicle binding, flow cytometry; active compounds read low. calls only at 7 µM. actives 0.068% (n = 330,000);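 active = response, share of CD8 T cells binding vesicles, and their 90th percentile fluorescence all below set limits, cut at about 80% in these data, passing the limit was not always enough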
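Assay system – 2C mouse CD8+ T cells · Also added – QL9-loaded Drosophila micro-vesicles · Timing – Cell–vesicle co-incubation 1.5 h at 37 °C, staining 20 min on ice · Signal – flow cytometry of vesicle-bound cells · Measure – percent CD8+ FL2 mean versus row control · Controls – Peptide-free naked vesicles (low) and QL9 vesicles with 0.7% DMSO vehicle (high)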
Hep lipid drop cells 6.5 µM: recorded beside Hep lipid drop, whose call it bears; cell count; measured here: cell count, cytotoxicity flag;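 cells counted across two imaged fields per well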
T cell modulator vesicle-bound %: also measured in T cell modulator; calls as there; double positive events, %; measured here: CD8+ vesicle-bound cell fraction;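 binding gate set so that unloaded-vesicle control wells show 10% double positive cells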
NTR1 agonist cell count 20 µM: second read-out of NTR1 agonist, no call of its own (marks repeat the call); cell count; measured here: cell count, cytotoxicity flag
An asterisk follows results filed as active; i = inactive; ? = inconclusive; nt = not tested or not shown.

Below each compound: NTR1 agonist cell count 20 µM	LYP inhibition	NTR1 agonist	SV40 large T antigen	Hep lipid drop cells 6.5 µM	T cell modulator	Hep lipid drop	GPR55 LPI antagonism	MgcRacGAP inhibition	GPR55 activation	GPR35 antagonists	T cell modulator vesicle-bound %
1) O=C(N/N=C/c1ccc(Br)s1)c1c[nH]c2ccccc12
  77	-2.4%	0.2	14.1%	753	i	13.9	-7.5%	17.1%	-0.3%	-7.3%	25.0
2) O=C(CSc1nnc(Cc2ccccc2)o1)N1CCOCC1
  55	-7.1%	1.3	-0.6%	nt	i	nt	-2.6%	3.8%	0.7%	-10.2%	32.3
3) O=c1[nH]c(C(F)(F)F)nc2ccccc12
  53	-2.9%	0.1	16.1%	nt	i	nt	-9.5%	3.6%	-0.3%	16.3%	41.6
4) CC1=C(C(=O)OC(C)C)C(c2cn(-c3ccccc3)nc2-c2cccs2)NC(=O)N1 (centres undefined)
  98	1.6%	0.3	5.5%	750	i	-6.2	16.4%	-20.9%	-0.2%	14.6%	57.1
5) C=CCN(c1ccccc1C(=O)O)S(=O)(=O)c1ccc(NC(=O)OC)cc1
  37	-11.5%	1.1	13.7%	708	i	0.0	7.3%	6.8%	-0.1%	-3.0%	35.4
6) CCOc1ccc(/C(O)=C2/C(=O)C(=O)N(CCOCCO)C2c2ccccn2)cc1 (centres undefined)
  88	-1.2%	0.2	19.5%	nt	i	nt	26.4%	-3.1%	-0.1%	16.9%	31.4
7) CCOC(=O)C1CCN(Cc2ccc(Cl)c(Cl)c2)CC1
  53	-4.1%	-0.6	0.1%	793	i	34.2	-2.9%	13.1%	-0.1%	-2.1%	58.3
8) CC1CCCCC1NC(=O)CSc1nnnn1-c1ccccc1 (centres undefined)
  51	-9.2%	0.3	15.0%	737	i	-8.5	3.5%	-2.5%	-0.1%	-8.7%	53.3
9) COc1cc(C2CC(=O)N3CN(Cc4ccco4)CSC3=C2C#N)ccc1OCc1ccccc1 (centres undefined)
  78	6.7%	6.6	?	nt	i	nt	-7.6%	19.4%	-0.1%	0.0%	34.3
10) Cc1ccc(CSCc2ccc(C(=O)NCCCN3CCOCC3)o2)cc1
  63	-8.2%	-1.1	8.1%	730	i	-3.3	-6.9%	-1.1%	1.8%	21.6%	52.7
11) COc1ccc(C(CC(=O)N2CCCCC2)c2c(O)cc(OC)cc2OC)cc1 (centres undefined)
  74	-4.5%	-2.2	-4.2%	691	nt	-13.5	-7.3%	8.1%	0.7%	-10.7%	nt
12) COc1ccc(CCC(=O)NCC(=O)OCc2ccccc2)cc1
  91	-8.7%	-0.9	8.4%	833	i	2.1	5.7%	5.7%	0.0%	-1.4%	15.1
13) O=C(CCCN1C(=O)C2CCCCN2C1=O)N1CCN(c2ccc([N+](=O)[O-])cc2)CC1 (centres undefined)
  46	1.0%	0.3	10.8%	700	i	-11.9	6.2%	11.2%	-0.2%	3.9%	18.8
14) CCN(CC)c1ccc(NC(=O)C(C)C)cc1
  60	-10.8%	0.2	?	nt	i	nt	-11.5%	?	0.3%	27.9%	48.4
15) CCCCCN(C(=O)CCC(=O)OC(C)C(=O)Nc1cccc(C#N)c1)c1c(N)n(CCCC)c(=O)[nH]c1=O (centres undefined)
  55	nt	0.1	13.2%	nt	i	nt	nt	3.9%	nt	nt	22.0

The closing 2 records of the part before are carried over, then new ones follow.
Below each compound: NTR1 agonist cell count 20 µM	LYP inhibition	NTR1 agonist	SV40 large T antigen	Hep lipid drop cells 6.5 µM	T cell modulator	Hep lipid drop	GPR55 LPI antagonism	MgcRacGAP inhibition	GPR55 activation	GPR35 antagonists	T cell modulator vesicle-bound %
14) CCN(CC)c1ccc(NC(=O)C(C)C)cc1
  60	-10.8%	0.2	?	nt	i	nt	-11.5%	?	0.3%	27.9%	48.4
15) CCCCCN(C(=O)CCC(=O)OC(C)C(=O)Nc1cccc(C#N)c1)c1c(N)n(CCCC)c(=O)[nH]c1=O (centres undefined)
  55	nt	0.1	13.2%	nt	i	nt	nt	3.9%	nt	nt	22.0
16) Cc1ccc(Cn2ccc(NC(=O)c3cc(C)on3)n2)cc1
  77	-5.0%	2.1	2.3%	786	i	-5.4	5.3%	4.6%	0.6%	11.4%	37.3
17) N#C/C(=C\c1cccc(Cl)c1)C(=O)c1ccccc1
  84	-4.5%	0.8	45.6%	773	i	-1.8	6.0%	9.4%	0.6%	8.9%	39.6
18) O=C(CCc1c[nH]c2ccccc12)NCCc1ccc2c(c1)OCCO2
  50	-2.1%	0.5	6.4%	806	i	-1.3	11.1%	8.8%	-0.1%	-11.6%	17.1
19) Cc1cnc(C(=O)OCC(=O)NC2CCCCCC2)cn1
  59	-4.1%	0.3	11.8%	679	i	-15.3	7.6%	nt	0.3%	-7.4%	58.9
20) COc1ccc(C2CC(=O)C=C(NCc3ccc4c(c3)OCO4)C2)cc1 (centres undefined)
  43	-8.0%	1.0	26.9%	690	i	-5.0	17.0%	14.6%	-0.1%	1.4%	20.1
21) COc1ccc(Cn2c(O)cc(=O)[nH]c2=O)cc1
  40	-5.4%	0.7	29.9%	782	i	0.5	7.2%	12.0%	-0.1%	15.8%	16.1
22) CCOC(=O)c1sc(NC(=O)c2ccc3nc[nH]c3c2)nc1C
  63	-5.5%	0.5	4.5%	870	i	30.1	-1.0%	5.2%	0.3%	-0.1%	35.2
23) COc1ccc(NC(=O)CCCSc2nc(-c3ccco3)cc(C(F)(F)F)n2)cc1OC
  32	-2.2%	2.3	5.8%	709	i	-6.4	-2.1%	7.3%	-0.3%	8.9%	55.1
24) CC(=O)N1c2ccc(S(=O)(=O)N3CCCC(C(=O)Nc4ccc(F)cc4)C3)cc2CC1C (centres undefined)
  57	-10.7%	-0.8	nt	687	i	-22.7	-15.0%	0.8%	-0.1%	-7.6%	32.3
25) Cc1ccc2cccnc2c1N
  45	-2.7%	1.8	5.5%	718	i	4.7	2.6%	7.3%	-0.5%	-12.5%	42.5
26) CCOC(=O)c1sc(-c2cccs2)nc1C
  67	-6.3%	0.4	4.5%	715	i	17.5	4.6%	12.3%	0.5%	7.3%	23.1
27) NC(=O)c1cc2cc(Cl)ccc2oc1=O
  82	-10.8%	-0.3	13.0%	799	i	-10.2	-10.3%	4.7%	0.0%	-4.8%	15.9
28) CCc1ccc(CN2CCN(S(=O)(=O)Cc3ccccc3)CC2)cc1
  91	0.4%	-1.1	14.3%	763	i	-1.1	-13.9%	27.7%	-0.1%	-2.4%	16.1
29) O=C(O)c1ncn(Cc2ccccc2)c1C(=O)O
  54	-4.7%	-1.8	-0.6%	nt	i	nt	-11.3%	6.7%	0.3%	10.6%	36.5
30) CNc1nc(N(C)C)nc(N(C)C)n1
  59	-3.5%	-0.5	14.4%	732	i	-6.7	8.2%	2.9%	-0.4%	-3.8%	39.3
31) COc1cc(NC(=S)NCCc2ccccc2)c(OC)cc1NC(=O)CC(C)C
  22	0.2%	-0.4	5.2%	764	i	1.8	5.0%	2.7%	-0.6%	4.8%	7.2
32) CCN(CC)CCCN1C=C2C(=O)C(C)(OC(=O)CCC(=O)OC)C(=O)C(Br)=C2C=C1c1ccc(OC)cc1 (centres undefined)
  108	nt	2.1	20.5%	nt	i	nt	nt	8.3%	nt	nt	38.0
33) O=c1c(-c2ccc(Br)cc2)[n+]([O-])c2ccccc2n1OCc1ccccn1
  37	-6.9%	2.4	-3.7%	692	i	4.7	15.4%	3.2%	0.3%	14.5%	29.3
34) CC(C)c1ccc(N(C(=O)c2snc(C(N)=O)c2N)C(C(=O)NCC2CCCO2)c2ccc(N(C)C)cc2)cc1 (centres undefined)
  64	-13.8%	11.1	nt	766	nt	-5.2	-13.1%	9.8%	0.3%	-7.9%	nt
35) COc1ccc(-n2nc(C(=O)NCC(=O)Nc3ccccn3)c3ccccc3c2=O)cc1Cl
  103	-8.5%	3.4	2.4%	nt	nt	nt	10.0%	2.1%	-0.1%	3.8%	nt
36) O=C(NCC1CCCO1)c1ccccc1NS(=O)(=O)c1cccs1 (centres undefined)
  45	-3.9%	-0.3	4.3%	780	i	-5.4	-5.3%	3.7%	0.4%	-10.4%	26.0
37) CC(=O)N1N=C(c2cccc(O)c2)CC1c1cccs1 (centres undefined)
  70	-2.9%	1.2	11.0%	nt	i	nt	5.6%	9.9%	-0.1%	-4.3%	38.3
38) COc1ccccc1-n1c(SCC(N)=O)nnc1-c1ccc(S(=O)(=O)N2CCCCC2)cc1
  86	-6.7%	-0.4	10.0%	nt	nt	nt	24.7%	-1.8%	0.6%	4.0%	nt
39) CN(C)CCCN1C(=O)C(=O)/C(=C(/O)c2ccncc2)C1c1cccnc1 (centres undefined)
  nt	-2.3%	nt	23.7%	nt	nt	nt	12.6%	-0.8%	-0.2%	4.4%	nt
40) O=c1c2c3c(sc2nc2sc(CN4CCCCC4)cn12)CCCC3
  56	-0.8%	-1.8	8.1%	849	i	6.2	-9.3%	nt	0.0%	5.9%	28.7
41) CNS(=O)(=O)c1cccc(C(=O)OCC(=O)N(Cc2ccccc2)C(C)(C)C)c1
  56	4.7%	0.4	5.4%	727	i	26.4	17.8%	2.5%	0.0%	4.1%	27.4
42) O=C(CSc1nnc(CNC(=O)c2cccc(C(F)(F)F)c2)o1)NC1CCCC1
  70	-6.5%	-1.3	11.6%	679	i	7.3	-2.4%	6.0%	0.0%	-12.7%	36.6
43) CCOC(=O)c1n[nH]c(=O)c2ccccc12
  42	-5.5%	0.6	4.7%	669	i	-2.0	1.5%	nt	1.4%	-8.7%	35.1
44) CC(C)(C)CN1C(N)=NC[C@@H]1Cc1ccc(O)cc1
  66	-10.0%	3.9	16.8%	707	i	6.2	-1.1%	12.5%	0.6%	-6.2%	27.0

Compound activity (PubChem)
